# Compound activity: PubChem, several laboratories
# DAT uptake mod = changed human dopamine transporter uptake under cocaine IC80; LLC-PK1 hDAT cells, [14C]-dopamine uptake with cocaine IC80; actives deviate in either direction; B-score at 10 µM; 110,000 compounds, 1.3% hits; AID 449768;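 active = Z score or B-score, a plate-position-corrected score, falls beyond the plate's 99.7% confidence bounds, in either direction; inactive = both scores lie inside the 99.7% bounds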;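 also: scored against the spread of the other compound wells on the same plate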
# Target sequence (Q01959 whole entry, looked up): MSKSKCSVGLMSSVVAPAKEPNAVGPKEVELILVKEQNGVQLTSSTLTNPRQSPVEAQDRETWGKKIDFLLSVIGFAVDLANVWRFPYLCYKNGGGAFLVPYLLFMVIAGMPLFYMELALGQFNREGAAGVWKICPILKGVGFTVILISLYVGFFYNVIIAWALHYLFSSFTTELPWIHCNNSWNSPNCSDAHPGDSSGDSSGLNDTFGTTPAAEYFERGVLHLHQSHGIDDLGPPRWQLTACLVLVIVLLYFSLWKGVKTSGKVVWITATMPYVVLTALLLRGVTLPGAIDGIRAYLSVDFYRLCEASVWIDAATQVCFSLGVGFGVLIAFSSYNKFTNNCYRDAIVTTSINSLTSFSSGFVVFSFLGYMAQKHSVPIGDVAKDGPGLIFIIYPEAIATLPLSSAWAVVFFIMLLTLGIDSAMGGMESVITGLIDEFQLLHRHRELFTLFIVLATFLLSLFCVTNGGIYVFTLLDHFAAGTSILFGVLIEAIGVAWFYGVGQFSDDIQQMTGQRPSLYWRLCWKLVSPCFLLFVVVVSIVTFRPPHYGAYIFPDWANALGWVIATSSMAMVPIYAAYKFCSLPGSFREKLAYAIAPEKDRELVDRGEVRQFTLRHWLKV
# Candida biofilm = kills Candida albicans biofilms. C. albicans biofilm + clotrimazole, Alamar Blue. inhibition, % at 6 µM. AID 834. 85,000 compounds, 0.14% hits;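 active = inhibition above 20%; inactive = inhibition below 20%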;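 also: preformed 24 hr biofilms exposed to compound for 48 hr; 0% = biofilm without compound and 100% = blank killed by clotrimazole plus chlorhexidine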
# HUVEC tox TNFa = HUVEC cytotoxicity counter-screen, TNF alpha stimulated; HUVEC TNFalpha-stimulated, Hoechst cell count, imaging; cell count reduction, % at 2 µM; 93,000 compounds, 0.17% hits;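 active = cell count reduction exceeding the screen mean by over 5 SD, scaled to untreated wells per plate, cut at about 78% in these data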;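 also: cells counted after 24 h of TNF alpha exposure following the 1 h pretreatment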
# VCAM1 TNFa inh = reduces TNF alpha induced VCAM1 expression in HUVEC; 95,000 compounds, 0.48% hits; AID 802; HUVEC TNFa-induced VCAM-1 immunofluorescence, high-content imaging; inhibition, % at 2 µM;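 active = inhibition above the batch mean plus 3 SD, with images confirmed as a hit by eye, cut at about 37% in these data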;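 also: 0% = TNF-stimulated DMSO wells and 100% = unstimulated control wells; not every result past the cut was called active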
# MT1-MMP txn act = MT1-MMP promoter transcription activation; 86,000 compounds, 0.16% hits; activation factor at 10 µM; AID 750; HT1080 MT1-MMP promoter luciferase reporter, luminescence, overnight; hits give high values;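 active = activation factor of at least 2 for MT1-MMP transcription at 10 µM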
# LYP inh 2 = blocks human PTPN22 phosphatase activity | inhibition, % at 2 µM | Q9Y2R2 | 96,000 compounds, 0.21% hits | recombinant LYP catalytic domain, DiFMUP fluorescence;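 active = inhibition at 2 µM at or above a set limit, the screen mean plus 3 SD, cut at about 24% in these data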;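 also: 0% = DMSO with enzyme and 100% = enzyme fully blocked by orthovanadate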
# Smad3 FoxH1 inh = inhibitors of human Smad3 transcription factor binding | P84022 | 88,000 compounds, 0.29% hits | inhibition, % at 25 µM | TR-FRET Smad3/Dy647-FoxH1 peptide binding, europium anti-His;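 active = compounds that reduce the energy-transfer binding signal between the protein and its labelled peptide by more than half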;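 also: 0% = Smad3 plus labelled peptide maximal FRET and 100% = peptide-only background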
# Target sequence (P84022 whole entry, looked up): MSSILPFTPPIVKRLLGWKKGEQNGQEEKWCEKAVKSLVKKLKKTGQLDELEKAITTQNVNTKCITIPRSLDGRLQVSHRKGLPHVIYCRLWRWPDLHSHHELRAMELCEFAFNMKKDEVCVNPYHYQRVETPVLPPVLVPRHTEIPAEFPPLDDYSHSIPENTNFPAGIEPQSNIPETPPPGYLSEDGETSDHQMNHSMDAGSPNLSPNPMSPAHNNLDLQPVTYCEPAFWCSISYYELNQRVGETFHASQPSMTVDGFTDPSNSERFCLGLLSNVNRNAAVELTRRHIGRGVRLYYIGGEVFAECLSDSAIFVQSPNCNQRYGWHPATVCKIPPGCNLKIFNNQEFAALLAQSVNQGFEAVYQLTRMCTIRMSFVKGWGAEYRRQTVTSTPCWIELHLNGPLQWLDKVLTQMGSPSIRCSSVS
# F-actin modifier = modifiers of cytoskeleton assembly; HUVEC TNFa F-actin phalloidin imaging, high content; inhibition, % at 2 µM; 91,000 compounds, 0.18% hits; AID 836;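 active = inhibition above the batch mean plus 3 SD and confirmed as a hit by visual image inspection, cut at about 30% in these data, passing the limit was not always enough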; also: strong numbers were not always called active
# HUVEC tox IL1B = HUVEC cytotoxicity counter-screen, IL-1B stimulated | AID 845 | HUVEC cell count loss, Hoechst imaging | 94,000 compounds, 0.41% hits | cell count reduction, % at 2 µM;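 active = cell count reduction more than 3 SD above the screen-wide mean, cut at about 70% in these data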;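 also: normalized per plate to untreated control cells as the no-loss baseline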
# Numbers without * were called inactive; x = no result given; [ ] = dose if it differs, or a comment.
SMILES,DAT uptake mod,Candida biofilm,HUVEC tox TNFa,VCAM1 TNFa inh,MT1-MMP txn act,LYP inh 2,Smad3 FoxH1 inh,F-actin modifier,HUVEC tox IL1B
Cn1c(=O)[nH]c(=O)c2c1nc(Br)n2CC(O)COc1ccccc1 (stereo unspecified),-0.79,x,-8,-1,x,5,x,-1,-5
O=Nc1c(O)n(Cc2cccc(Cl)c2)c2ccccc12,-0.7,x,-27,-7,x,4,x,0,-22
O=C(CSc1cn(CCNC(=O)c2cccs2)c2ccccc12)NCC1CCCO1 (stereo unspecified),-0.48,33*,x,x,1,x,-6,x,x
CCOC(=O)c1cccc(NS(=O)(=O)c2c(C)[nH]c(=O)[nH]c2=O)c1,-0.72,-1,-31,14,1.1,1,-7,11,-27
CC(C)CC(=O)NC(=S)Nc1ccccc1C(=O)Nc1ccccc1,0.63,x,2,-2,x,-2,x,-12,-21
CCOC(=O)CC1C(=O)NCCN1S(=O)(=O)c1ccc(Cl)cc1 (stereo unspecified),0.17,x,-15,6,x,14,x,12,8
COc1nccnc1NS(=O)(=O)c1ccc(NS(=O)(=O)c2ccc(NC(C)=O)cc2)cc1,-1.2,4,-22,14,1.1,1,4,2,4
CC1=C(n2nnc3ccccc32)C(c2ccccc2)C(C#N)=C(N)O1 (stereo unspecified),0.58,4,-7,11,1,-18,13[fluorescence artefact?],5,-26
CCOC(=O)C1CCCN(CC(=O)Nc2c(F)c(F)c(F)c(F)c2F)C1 (stereo unspecified),-0.41,4,43,20,1.2,5,-11,-10,6
c1coc(-c2nn3c(-c4ccco4)nnc3s2)c1,x,9,29,-10,1.2,13,7,-30,2
CCOC(=O)CC1NC(=O)c2ccccc21 (stereo unspecified),0.5,7,-7,4,1,-10,-16,-5,-8
Cc1cc(=O)[nH]c(SCCOc2cccc(C(F)(F)F)c2)n1,-0.52,-4,-37,9,1.2,-11,-15,-4,-20
COc1ccc(Cl)cc1NC(=O)CCN1CCN(C)CC1,0.069,2,-34,-5,0.9,-4,6,8,x
Cc1cc(C(=O)COC(=O)c2csc3c2CCCC3)c(C)n1C,-0.52,7,-28,2,1.2,-24,-2,20,14
Cc1ccc2c(c1)c(C)c(C)n2CC(O)Cn1nc(C)c(Br)c1C (stereo unspecified),0.28,x,4,-3,1.1,4,x,-8,8
C=CCn1c(CCCOc2ccc(Cl)cc2Cl)nnc1SCC(=O)Nc1nccs1,-1.4,4,-39,-1,1,14,38,x,5
Cc1ccc(C)c(OCc2nc(-c3cccnc3)no2)c1,-0.067,x,-14,-1,1.2,2,x,-22,-26
CCOC(=O)C1=C(C)NC(=O)NC1c1cccnc1 (stereo unspecified),0.26,4,-24,12,1.1,1,0,4,-18
N#Cc1c(-c2ccc(Br)cc2)nc2n(c1=O)CCCS2,-0.34,3,-6,5,1,11,-4,-18,-15
COc1cc(S(=O)(=O)N2CCCCCC2)ccc1-n1cnnn1,-0.93,-2,-6,-3,x,-2,8,1,20
COc1ccc(OC)c(/C=N/c2oc(-c3ccco3)c(-c3ccco3)c2C#N)c1,-1.8,-2,2,-26,1,6,15,-12,-4
O=c1[nH]c(Cc2cccs2)nc2ccccc12,-0.028,8,x,x,1.1,-5,8,2,14
CCOC(=O)C1CN(S(=O)(=O)c2ccc(OC)cc2)c2cc(S(=O)(=O)CC)ccc2O1 (stereo unspecified),-7.9*,x,-2,5,x,-5,x,-38,-29
N#CCC(CNc1ncc(C(F)(F)F)cc1Cl)OC(=O)c1cccc([N+](=O)[O-])c1 (stereo unspecified),1.4,x,-8,1,x,3,x,6,-36
CCCCOc1ccc(S(=O)(=O)NNC(=O)C2Cc3c(ccc4ccccc34)O2)cc1 (stereo unspecified),-0.075,x,18,-17,x,4,x,10,-36

# 17 entries from above, arranged by SMILES length, highest first:
SMILES,DAT uptake mod,Candida biofilm,HUVEC tox TNFa,VCAM1 TNFa inh,MT1-MMP txn act,LYP inh 2,Smad3 FoxH1 inh,F-actin modifier,HUVEC tox IL1B
CCOC(=O)C1CN(S(=O)(=O)c2ccc(OC)cc2)c2cc(S(=O)(=O)CC)ccc2O1 (stereo unspecified),-7.9*,x,-2,5,x,-5,x,-38,-29
COc1nccnc1NS(=O)(=O)c1ccc(NS(=O)(=O)c2ccc(NC(C)=O)cc2)cc1,-1.2,4,-22,14,1.1,1,4,2,4
CCCCOc1ccc(S(=O)(=O)NNC(=O)C2Cc3c(ccc4ccccc34)O2)cc1 (stereo unspecified),-0.075,x,18,-17,x,4,x,10,-36
CCOC(=O)c1cccc(NS(=O)(=O)c2c(C)[nH]c(=O)[nH]c2=O)c1,-0.72,-1,-31,14,1.1,1,-7,11,-27
C=CCn1c(CCCOc2ccc(Cl)cc2Cl)nnc1SCC(=O)Nc1nccs1,-1.4,4,-39,-1,1,14,38,x,5
Cn1c(=O)[nH]c(=O)c2c1nc(Br)n2CC(O)COc1ccccc1 (stereo unspecified),-0.79,x,-8,-1,x,5,x,-1,-5
Cc1ccc2c(c1)c(C)c(C)n2CC(O)Cn1nc(C)c(Br)c1C (stereo unspecified),0.28,x,4,-3,1.1,4,x,-8,8
CCOC(=O)CC1C(=O)NCCN1S(=O)(=O)c1ccc(Cl)cc1 (stereo unspecified),0.17,x,-15,6,x,14,x,12,8
CC(C)CC(=O)NC(=S)Nc1ccccc1C(=O)Nc1ccccc1,0.63,x,2,-2,x,-2,x,-12,-21
Cc1cc(C(=O)COC(=O)c2csc3c2CCCC3)c(C)n1C,-0.52,7,-28,2,1.2,-24,-2,20,14
COc1cc(S(=O)(=O)N2CCCCCC2)ccc1-n1cnnn1,-0.93,-2,-6,-3,x,-2,8,1,20
N#Cc1c(-c2ccc(Br)cc2)nc2n(c1=O)CCCS2,-0.34,3,-6,5,1,11,-4,-18,-15
Cc1ccc(C)c(OCc2nc(-c3cccnc3)no2)c1,-0.067,x,-14,-1,1.2,2,x,-22,-26
COc1ccc(Cl)cc1NC(=O)CCN1CCN(C)CC1,0.069,2,-34,-5,0.9,-4,6,8,x
c1coc(-c2nn3c(-c4ccco4)nnc3s2)c1,x,9,29,-10,1.2,13,7,-30,2
O=c1[nH]c(Cc2cccs2)nc2ccccc12,-0.028,8,x,x,1.1,-5,8,2,14
CCOC(=O)CC1NC(=O)c2ccccc21 (stereo unspecified),0.5,7,-7,4,1,-10,-16,-5,-8

# Next part.
SMILES,DAT uptake mod,Candida biofilm,HUVEC tox TNFa,VCAM1 TNFa inh,MT1-MMP txn act,LYP inh 2,Smad3 FoxH1 inh,F-actin modifier,HUVEC tox IL1B
CCOc1ccc(OCC)c(NC(=O)C2CCCN(c3nc(C)cc(C)n3)C2)c1 (stereo unspecified),-0.38,-5,x,x,1,x,0,x,x
COC(=O)c1cc(C(=O)OC)cc(N2C(=O)CC(NNC(=O)c3ccccc3Br)C2=O)c1 (stereo unspecified),-1.4,x,1,4,x,12,x,25,0
O=c1[nH]c2cc3c(cc2cc1CN(CCO)S(=O)(=O)c1ccccc1Cl)OCCO3,-0.69,5,-9,16,1.3,14,13,0,1
COC(=O)Cc1cc(=O)oc2c(C)c(O)ccc12,-0.098,x,-2,1,x,0,x,-9,-45
CN(C)CCCC1(O)c2ccccc2C=Cc2ccccc21,-0.54,10,-22,9,1.1,4,10[fluorescence artefact?],21,-12
O=C(Oc1cccnc1)c1cc(S(=O)(=O)N2CCCCC2)ccc1Cl,0.11,1,2,3,1.1,-1,1,-3,8
CC1(C(=O)NC23CC4CC(CC(C4)C2)C3)CC1(Cl)Cl (stereo unspecified),-0.49,x,-34,-5,x,8,x,-3,8
CCNC(=O)N(C)c1nncnc1C(=O)NC,0.39,5,-3,36,1.2,-2,-15,1,-13
O=C(CN1C(=O)c2ccccc2C1=O)Nc1ccccc1C(=O)NC1CCCCC1,0.016,-2,-17,28,1.2,4,-7,-7,12
COc1ccc(C(C#N)Nc2ccccc2)cc1 (stereo unspecified),4.6*,3,-9,-6,1.1,2,2,-10,-24
Cc1nn(Cc2ccccc2)c(Cl)c1C(=O)NCc1ccc(C)n1C,0.091,5,-1,-2,1.1,18,1,19,-2
Cc1cccc(C(=O)NNC(=O)C(=O)NC(C)(C)C)c1,-0.67,x,-26,6,x,-15,x,-1,-2
COC(=O)c1sc2ncccc2c1OCc1cccc(Cl)c1,-0.05,x,-2,11,x,5,x,2,-18
COC(=O)NNC(=O)c1ccc(C)cc1,0.57,x,-44,-1,x,1,x,22,-9
O=C(Nc1nccs1)c1nc(-c2ccccc2)n(-c2ccccc2)n1,0.03,5,-11,-7,1.2,1,-1[fluorescence artefact?],-1,25
Cc1cccc(C)c1N1C(=O)c2ccccc2C1=O,-1,40*,-35,-16,1.2,0,11,16,6
CC(C)(Oc1ccc(Cl)cc1)C(=O)N/N=C/c1cn[nH]c1-c1ccccc1,1.6,x,-37,-32,x,-14,x,10,-22
O=C(COc1ccc(Cl)cc1)NCc1nnc(SCC(=O)c2ccccc2)o1,0.18,10,-5,3,x,-2,11,-18,-14
CCOC(=O)c1ccc(NC(=O)Nc2ccc(S(N)(=O)=O)cc2)cc1,-0.24,6,-34,-3,1.1,2,-10,23,-10
COc1ccc(Br)cc1CNC(=O)CCN1C(=O)COc2ccccc21,0.56,5,x,x,1.3,x,-1,x,x
COC(=O)N(C)c1ccccc1C(=O)N1CCOCC1,-0.41,-2,19,-8,1,14,7,-18,11
O=C(CSCc1ccccc1)NCc1ccc2c(c1)OCO2,0.59,9,-12,-2,1.2,8,15,-4,-8
CCc1ccc(-c2nc(CN3CCCC(C(=O)NCCc4ccc(OC)c(OC)c4)C3)c(C)o2)cc1 (stereo unspecified),1.4,9,-16,20,1.1,-10,7,x,13
CCOC(=O)CSc1nc(C)c2ccc(C)cc2n1,0.78,2,14,-15,1.2,-3,-3,-9,-22
COc1cccc(NC2=NC3(CCCCC3)N=C(N)N2)c1,0.18,2,-20,21,1.2,-4,2,-10,-46

# Compound profiles (already shown). Screens in order: DAT uptake mod | Candida biofilm | HUVEC tox TNFa | VCAM1 TNFa inh | MT1-MMP txn act | LYP inh 2 | Smad3 FoxH1 inh | F-actin modifier | HUVEC tox IL1B
# Cc1cccc(C(=O)NNC(=O)C(=O)NC(C)(C)C)c1 in the list: -0.67 | x | -26 | 6 | x | -15 | x | -1 | -2
# C=CCn1c(CCCOc2ccc(Cl)cc2Cl)nnc1SCC(=O)Nc1nccs1 in the list: -1.4 | 4 | -39 | -1 | 1 | 14 | 38 | x | 5

# The results go on.
SMILES,DAT uptake mod,Candida biofilm,HUVEC tox TNFa,VCAM1 TNFa inh,MT1-MMP txn act,LYP inh 2,Smad3 FoxH1 inh,F-actin modifier,HUVEC tox IL1B
CC(C)(C)c1ccc(C(=O)NNC(=O)Cc2cccc3ccccc23)cc1,0.22,10,-30,9,1.1,-4,5,16,9
Cc1ccc(-c2nc(CS(=O)(=O)CC(=O)N3CCc4ccccc4C3)c(C)o2)cc1,0.51,2,x,x,1.1,x,-1,x,x
COCCn1c(-c2cccs2)nc2c(c(=O)c3ccccc3n2C)c1=O,1.7,x,23,0,x,9,x,3,3
CC(C)CC(=O)N=C1SC2CS(=O)(=O)CC2N1CCc1ccccc1 (stereo unspecified),-0.43,4,-19,-8,1.1,-9,-3,8,12
COc1cc(/C=C(/C#N)c2nc3ccccc3[nH]2)ccc1Oc1ncccc1[N+](=O)[O-],-0.22,x,10,15,x,2,x,x,12
Cc1nc(-c2ccccc2)sc1-c1nc(-c2ccccc2)ncc1S(=O)(=O)c1ccccc1,0.3,x,6,-19,x,-12,x,-2,-17

# An excerpt; count on the stated rates, not on these rows.
